Source: PubChem
uPA generation: cell surface uPA generation inhibition; cell surface uPA generation assay, qHTS; Potency, µM (series often up to 38.3 µM), inactives show top-dose activity change, negative = inhibition, actives largely listed as inhibitors; 330,000 tested, 0.31% active; active = well fitted inhibition curve with a large enough effect; inconclusive = small, poorly fitted or top-dose-only effect; inactive = no such curve, though single readings can be large or run the other way; tested in mouse RAW 264.7 cells; note: potency is the fitted concentration of half-maximal effect; % is set by controls: 0 for no effect and ±100 for the full control effect; nearly all actives have a fitted effect of over 55% in size
ELG1 repair inh: ELG1-dependent DNA repair inhibition; HEK293T ELG1-luciferase reporter, luminescence, 16 h; DNA damage induced by 5-fluorouridine; Potency, µM (titrated, usually from 46.1 µM), without a hit: at the highest dose activity change, negative = inhibition, most hits filed as inhibitors; 330,000 tested, 2.3% active; note: potency is the fitted concentration of half-maximal effect; % is set by controls: 0 for no effect and ±100 for the full control effect; nearly all actives have a fitted effect of over 55% in size
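DMSO vehicle served as the neutral condition. Each well held 2,000 cells given 5-fluorouridine plus compound; after 16 hr at 37 °C/5% CO2, ONE-Glo was added and luciferase measured 30 min later.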
USP2a inh: blocks human ubiquitin-specific protease USP2a; O75604; USP2 core, Ub-CHOP2 coupled fluorogenic reporter, 485/531; Potency, µM (top dose mostly 38.3 µM), without a hit: at the highest dose activity change, negative = inhibition, usual class: inhibitors; 330,000 tested, 0.01% active; AID 463254;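 note: potency is the fitted concentration of half-maximal effect; plate controls were DMSO wells for no effect and full inhibition by NEM control for full effect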
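Deubiquitinase activity read as fluorescence (485/531 nm) after Ub-CHOP2 cleavage activates the enterokinase reporter on its substrate; USP2 core 10nM, Ub-CHOP2 and substrate 25nM each, 30min compound preincubation then 60min RT; data normalized to NEM, curves fitted.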
TCR activator: activates T cell receptor signaling. 330,000 tested, under 10 active. primary human leukocytes, anti-CD3, IL-2 HTRF, 48 h. AID 504894. Potency, µM (doses to about 9.22 µM), for the others: top-dose activation of IL-2 secretion, usual class: activators; note: % of control where 0% means no effect
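Activity was scored as IL-2 release from primary human leukocytes given only a TCR signal (a-CD3 beads) plus compound for 48 hr. Detection used a two-antibody HTRF format read at 665nm.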
B2AR arrestin: agonists driving beta-arrestin recruitment to human beta2-adrenergic receptor; P07550; beta-arrestin recruitment to beta2AR, cell-based reporter; Potency, µM (series often up to 46.1 µM), without a hit: at the highest dose activation, hits mostly activators; 330,000 tested, 0.02% active; AID 492947;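 note: potency is the fitted concentration of half-maximal effect; 0% = DMSO controls and full agonism = EC100 isoproterenol or metaproterenol; nearly all actives have a fitted effect of over 65% in size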
Chronic BCR inh: chronic active BCR signaling inhibition. ABC-DLBCL IkBa-CBG/CBR reporter, luminescence ratio, 4 h. Potency, µM (series often up to 46.1 µM), for the others: at the highest dose ratio change, negative = lower green/red ratio, usual class: inhibitors. 340,000 tested, 0.05% active; active = well fitted inhibition curve with a large enough effect in the signal ratio, with a control signal flat, not every such curve was filed as active; inconclusive = small, poorly fitted or top-dose-only effect, or effect the other way, or a change in a side signal; the % refers to the signal ratio;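 note: potency is the fitted concentration of half-maximal effect; plate controls were basal doxycycline-induced cells for no effect and cells given 10 µM MG132 for full effect; MG132 reads +100%, hits lower the ratio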
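Concentration-response series (up to 46 uM) were applied to TMD8 dual-reporter cells for 4 h at 37C with doxycycline. Green/red ratio, after filter-overlap correction, defined %Activity; red signal alone was normalised to basal cells and zero luminescence.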
TSHR antagonist: antagonists of human thyroid stimulating hormone receptor | P16473 | TSHR-expressing cells, TSH-stimulated cAMP HTRF, 2 h; hits give low values | activity change, negative = inhibition, % at 11.5 µM | 330,000 tested, 0.2% active;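 active = activity change below a set negative limit, meaning inhibition stronger than a set level, cut at about -70% in these data; inconclusive = activity change between two set negative limits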; note: % is set by controls: 0 for no effect and ±100 for the full control effect
Target sequence (P16473 whole entry, looked up): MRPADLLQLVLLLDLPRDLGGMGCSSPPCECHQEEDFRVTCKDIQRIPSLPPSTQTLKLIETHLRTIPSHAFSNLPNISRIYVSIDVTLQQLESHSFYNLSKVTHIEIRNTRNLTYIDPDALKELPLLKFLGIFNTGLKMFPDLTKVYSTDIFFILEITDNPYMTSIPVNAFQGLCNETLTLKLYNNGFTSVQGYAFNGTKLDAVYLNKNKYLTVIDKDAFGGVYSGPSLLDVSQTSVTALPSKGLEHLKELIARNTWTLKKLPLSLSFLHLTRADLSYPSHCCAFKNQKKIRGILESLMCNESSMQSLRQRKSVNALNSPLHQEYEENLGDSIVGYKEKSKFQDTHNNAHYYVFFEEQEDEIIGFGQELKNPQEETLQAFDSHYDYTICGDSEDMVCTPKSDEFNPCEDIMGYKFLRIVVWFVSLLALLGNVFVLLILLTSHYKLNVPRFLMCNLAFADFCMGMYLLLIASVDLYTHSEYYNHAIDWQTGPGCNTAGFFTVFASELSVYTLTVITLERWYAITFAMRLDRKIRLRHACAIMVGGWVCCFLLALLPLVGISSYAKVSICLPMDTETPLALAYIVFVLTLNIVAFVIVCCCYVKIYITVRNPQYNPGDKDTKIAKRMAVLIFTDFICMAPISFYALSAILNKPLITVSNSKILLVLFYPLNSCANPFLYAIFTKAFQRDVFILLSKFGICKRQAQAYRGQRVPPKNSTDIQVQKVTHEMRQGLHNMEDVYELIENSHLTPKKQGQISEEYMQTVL
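Competitive HTRF cAMP read-out (cryptate anti-cAMP antibody, cAMP-d2; 30 min, room temperature) in freshly harvested TSHR cells. Compounds added before TSH at EC80 (4nM final), followed by 2 hours' incubation at 37 deg C.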
PTAP TSG101 blk: blocks PTAP/TSG101 interaction to inhibit HIV-1 budding | Q99816 | Fluorescence polarization, FITC-PTAP peptide / Tsg101 binding | Potency, µM (top dose mostly 115 µM), for the others: at the top dose activity change, negative = inhibition, most hits filed as inhibitors | 340,000 tested, under 10 active | AID 493005; active = well fitted inhibition curve with a large enough effect in the main read-out, with a control signal flat, not every such curve was filed as active; inconclusive = small, poorly fitted or top-dose-only effect, or effect the other way, or a change in a side signal; inactive = no such curve, though single readings can be large or run the other way; note: potency is the fitted concentration of half-maximal effect; % of control where 0% means no effect
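Tsg101 binding domain (10 uM final) was mixed with compound and a FITC-labeled PTAP peptide (50 nM final) in HEPES pH 7.5 buffer with NaCl, Tween 20, EDTA and TCEP; fluorescence polarization was read after 20 min at r.t.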
Mito fusion yeast: mitochondrial division inhibition or fusion activation | S. cerevisiae fusion-defective mutant growth rescue, CellTiterGlo 48 h | 320,000 tested, 0.23% active | Potency, µM (series often up to 46.1 µM), for inactives: at the top dose growth rescue (activation), actives largely listed as activators;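 note: potency is the fitted concentration of half-maximal effect; % of control where 0% means no effect; nearly all actives have a fitted effect of over 45% in size; temperature-sensitive fusion mutants such as fzo1-1 at 37 °C on non-fermentable ethanol glycerol medium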
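Temperature-sensitive fusion-defective S. cerevisiae (e.g. fzo1-1, mgm1-5) were grown with compound in YPEG medium (3% ethanol, 3% glycerol) for 48 hours at 37C. Growth rescue was measured as viability by CellTiterGlo luminescence after 10 minutes at ambient.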
Eya2 phos inh: Eya2 (human) phosphatase inhibition. AID 488837. 330,000 tested, 0.006% active. Potency, µM (series often up to 76.9 µM), for the others: at the highest dose activity, negative = inhibition, most hits filed as inhibitors. O00167. recombinant Eya2, OMFP fluorescence dephosphorylation (OMFP is methylfluorescein phosphate); note: potency is the fitted concentration of half-maximal effect; % is set by controls: 0 for no effect and ±100 for the full control effect
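Eya2 protein (added as 0.2 uM solution) was preincubated with compound for 10 min at ambient temperature in 50 mM HEPES pH 7.5, 50 mM NaCl, 5 uM MgCl2, 0.05% BSA, 1 mM DTT. OMFP (added at 50 uM) then reacted 10 min; fluorescence read at 485/525 nm.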
Tb PFK block: inhibitors of T. brucei phosphofructokinase | O15648 | T. brucei PFK, ADP-Glo luminescence | Potency, µM (titrated, usually from 57.5 µM), without a hit: top-dose activity, negative = inhibition, hits mostly inhibitors | 330,000 tested, 0.17% active | AID 485367;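 note: potency is the fitted concentration of half-maximal effect; 0% = uninhibited 1x PFK enzyme wells and -100% = no-enzyme wells; nearly all actives have a fitted effect of over 60% in size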
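Activity is normalized to no-enzyme wells (full inhibition) and 1.25 nM enzyme wells (no inhibition). Reaction: 0.5 mM F6P, 0.1 mM ATP, 45 min RT, ADP-Glo luminescence; concentration-response curves fitted and classed by quality.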
Numbers without * were called inactive; u = inconclusive; x = no result given; [ ] = remark or other dose. Unless noted, calls come from the whole dose curve; as a rule, active = well fitted curve in the direction sought with a large enough effect; inconclusive = small, poorly fitted or top-dose-only effect, or another doubt; inactive = no such curve, though single readings can be large; an effect the other way counts as inactive or inconclusive.

SMILES | uPA generation | ELG1 repair inh | USP2a inh | TCR activator | B2AR arrestin | Chronic BCR inh | TSHR antagonist | PTAP TSG101 blk | Mito fusion yeast | Eya2 phos inh | Tb PFK block
Cc1ccc(CCN2CC(C(=O)NCCCN3CCC(C)CC3)CC2=O)cc1 (configuration not stated) | 4% | u | -4% | 3% | -0.3% | -3% | -16 | 1% | 3% | 2% | 1%
CC(=O)NCc1ccc(S(=O)(=O)N2CCCN(C)CC2)cc1 | -1% | 6% | -1% | -132% | -0.4% | 7% | 10 | -3% | -1% | 4% | 6%
Cc1cc(C)c(S(=O)(=O)N2CCN(C(=O)C(C)Cn3nc(C)nc3C)CC2)c(C)c1 (configuration not stated) | -2% | 1% | -1% | -2% | 0.1% | -3% | -9 | -6% | -10% | -12% | 1%
Cc1ccc(Cl)cc1N1CCN(C(=O)C2CCN(S(=O)(=O)c3cnc[nH]3)CC2)CC1 | -9% | -14% | 0% | -6% | 0.0% | 5% | 7 | -6% | 5% | -8% | 5%
COc1ccc(C(=O)C2CCCN(Cc3ccc4nonc4c3)C2)cc1OC (configuration not stated) | 4% | u | 0% | 4% | -0.5% | u | -5 | -9% | 1% | -8% | 0%
CC(=O)Nc1ccc(C(=O)OCC(=O)Nc2ccc([N+](=O)[O-])cc2C(F)(F)F)cc1 | 0% | -1% | 2% | -3%[46.1 µM] | -0.6% | -1% | 6 | -5% | 2% | 1% | -5%
COc1ccc(C(=O)Nc2ccc(S(=O)(=O)Nc3nccc(C)n3)cc2)cc1OC | -2% | u | 2% | x | 0.0% | u | 26 | -4% | 0% | 21% | 9%
Clc1ccc2c(N/N=C/c3ccccc3Br)ccnc2c1 | -2% | -7% | 2% | -4%[46.1 µM] | -0.7% | 2% | -16 | -1% | -19% | 4% | -3%
O=C(Nc1ccc(F)cc1)NC1(C(=O)NCc2cccs2)CCCCC1 | 7% | u | 0% | -1% | 0.0% | 4% | 32 | -4% | 4% | -4% | -2%
COCCCNC(=O)c1c[nH]c2ccc(S(=O)(=O)N3CCc4ccccc43)cc2c1=O | 4% | 7.3µM* | -9% | -1% | -0.1% | 5% | -19 | 1% | 0% | -3% | -2%
Cc1c(Cl)cnc(NC(=O)COC(=O)c2ccc3ncsc3c2)c1Cl | 2% | u | 1% | -1%[46.1 µM] | -0.4% | u | -17 | -1% | 1% | -1% | u
CC1=NN(c2ccccc2)C(=O)/C1=C/c1cn(C)c2ccccc12 | 1% | -15% | 0% | 13% | -0.3% | u | 3 | -2% | 6% | -25% | 1%
Cc1ccccc1NS(=O)(=O)c1ccc2[nH]cc(C(=O)NCCCN3CCOCC3)c(=O)c2c1 | -2% | u | 4% | 0% | -0.4% | 1% | 0 | 0% | 2% | 1% | -2%
OCCC1CN(Cc2cnc(-c3cccc4ccccc34)nc2)CCN1C1CCCCC1 (configuration not stated) | -26% | -5% | 0% | 15% | -1.9% | -22% | 4 | 0% | -4% | -4% | -5%
Cc1c(NC(=O)CN2CCN(c3ccccc3)CC2)c(=O)n(-c2ccccc2)n1C | -1% | -1% | 1% | 0% | -0.4% | 1% | 8 | -6% | -3% | 0% | 0%
O=C(CN1C(=O)NC2(CCCC2)C1=O)Nc1cccc(-c2nnc3n2CCCCC3)c1 | 5% | 5% | 0% | 2% | -3.5% | -3% | -1 | -2% | -2% | 10% | -8%
Cc1ccc(Cn2ccc(NC(=O)c3cc(-c4ccc5c(c4)OCO5)on3)n2)cc1 | x | 15% | 0% | -6% | -1.1% | -3% | 15 | -13% | 1% | 19% | 1%
CS(=O)(=O)N(CC(=O)NCCSC1CCCCC1)c1cccc(F)c1 | 0% | -11% | 0% | 1%[46.1 µM] | -0.1% | 1% | -1 | -3% | 1% | 5% | 2%
COc1ccc(-c2csc(NC(=O)C3CC(=O)N(Cc4ccccc4)C3)n2)cc1OC (configuration not stated) | -5% | 12µM* | 3% | 1% | 0.0% | -6% | 3 | -3% | -2% | -18% | 2%
COc1ccc(NC(=O)COC(=O)C2CCN(C(=O)c3ccc(Cl)cc3)CC2)c([N+](=O)[O-])c1 | 5% | u | -7% | 7%[46.1 µM] | 0.3% | -1% | -7 | -2% | x | -13% | 1%
Cc1cc(C)cc(C(=O)Nc2nc3ccccc3[nH]2)c1 | -7% | u | -1% | -1% | -1.1% | x | -21 | -2% | -3% | -9% | 0%
CCOC(=O)c1c(C)[nH]c(C(=O)OCC(=O)N(CC(C)C)c2c(N)n(Cc3ccccc3)c(=O)[nH]c2=O)c1C | 3% | u | 4% | 4% | 0.1% | -4% | -8 | 15% | -1% | -24% | -1%
O=C(C/C=N/OCc1c(Cl)cccc1Cl)c1ccccc1 | 3% | 11% | 1% | -4% | 0.2% | u | -2 | -2% | 1% | 3% | -2%
CN1C(=O)c2ccc(NC(=O)c3ccc(N4CCCCC4)c([N+](=O)[O-])c3)cc2C1=O | 1% | 3.7µM* | 0% | -5%[46.1 µM] | 0.4% | 8% | 15 | -1% | 0% | -2% | 2%
Cn1c2ccccc2c2c(C(=O)N3CCN(c4ccccn4)CC3)cn(C3CCCC3)c(=O)c21 | -10% | u | 3% | 0% | 0.1% | u | -8 | -9% | u | -7% | -1%
CC(C)(O)C#Cc1ccc(CN2CCN(C3CCCCC3)C(CCO)C2)cc1 (configuration not stated) | 10% | 5% | 0% | 2% | 0.1% | -24% | -2 | -8% | 3% | 0% | -5%
CCC(C(=O)O)N1C(=O)C2CCCCC2C1=O (configuration not stated) | 6% | 1% | 3% | 4% | 0.3% | 0% | 10 | -5% | -4% | -8% | 2%
CC(=O)Nc1ccc(NC(=O)c2c(-c3ccccc3Cl)noc2C)cc1 | -1% | -3% | -3% | 8% | -0.1% | -7% | 6 | 1% | 7% | 17% | 2%
O=C(CCSc1ccccn1)Nc1ccc(Br)cc1 | -8% | u | -1% | 0%[46.1 µM] | -1.7% | 4% | 0 | -3% | 0% | 0% | 0%
CSc1nnc(C)c(=O)n1COC(=O)/C=C/c1ccc2c(c1)OCO2 | -6% | 12% | -6% | 1% | 0.4% | u | -8 | 0% | -4% | 12% | -1%
CC(=O)Nc1ccc(-c2sc(Nc3ccccc3)n[n+]2C)cc1 | 8% | -16% | 0% | -5% | 0.1% | 8% | 0 | -8% | 2% | -2% | -4%
CN1CCN(CCCNC(=O)c2ccc(/C=C3\Sc4ccccc4N(Cc4ccccc4F)C3=O)cc2)CC1 | u | -9% | -7% | 9% | -0.9% | u | 17 | 1% | -10% | -17% | 1%
Cc1ccc(C(=O)COC(=O)COc2ccc(C)c(C)c2)cc1 | -15% | 15% | -2% | -3% | -0.6% | -1% | 4 | -1% | -1% | -7% | 0%
Nc1c(C(=O)OCC(=O)Nc2ccc(OC(F)F)cc2)[nH]c(=O)[nH]c1=O | -4% | 14% | 5% | x | -0.2% | 1% | 10 | -1% | 0% | 21% | -4%

One compound at a time (already shown).
Nc1c(C(=O)OCC(=O)Nc2ccc(OC(F)F)cc2)[nH]c(=O)[nH]c1=O is entered as uPA generation = -4%; ELG1 repair inh = 14%; USP2a inh = 5%; TCR activator = x; B2AR arrestin = -0.2%; Chronic BCR inh = 1%; TSHR antagonist = 10; PTAP TSG101 blk = -1%; Mito fusion yeast = 0%; Eya2 phos inh = 21%; Tb PFK block = -4%
CC(=O)NCc1ccc(S(=O)(=O)N2CCCN(C)CC2)cc1 is entered as uPA generation = -1%; ELG1 repair inh = 6%; USP2a inh = -1%; TCR activator = -132%; B2AR arrestin = -0.4%; Chronic BCR inh = 7%; TSHR antagonist = 10; PTAP TSG101 blk = -3%; Mito fusion yeast = -1%; Eya2 phos inh = 4%; Tb PFK block = 6%
